# GASC1 inh = blocks human GASC-1 (KDM4C) demethylase activity; inhibition, % at 12.5 µM; 96,000 tested, 0.15% active; GST-KDM4C 2-372, H3K9me3 peptide, LANCE TR-FRET; Q9H3R0;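 active = mean replicate inhibition above about 25%, with at least 55% of replicates also reaching it, limit read from the data, passing the limit was not always enough; inconclusive = only one of those two conditions met; inactive = neither condition met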
# Target sequence (Q9H3R0 2-372 limits assumed): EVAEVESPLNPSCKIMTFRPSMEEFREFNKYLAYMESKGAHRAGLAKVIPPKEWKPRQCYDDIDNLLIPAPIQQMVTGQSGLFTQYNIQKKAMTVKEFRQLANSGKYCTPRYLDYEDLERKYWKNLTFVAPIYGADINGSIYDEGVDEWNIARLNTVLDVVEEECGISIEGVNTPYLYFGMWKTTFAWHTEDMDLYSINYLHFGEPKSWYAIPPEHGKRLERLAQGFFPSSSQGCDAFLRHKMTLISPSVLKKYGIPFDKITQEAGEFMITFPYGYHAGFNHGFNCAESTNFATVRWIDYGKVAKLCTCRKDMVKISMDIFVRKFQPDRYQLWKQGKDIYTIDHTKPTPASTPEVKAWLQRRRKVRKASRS
#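 Material: GST-tagged GASC-1 (JMJD2C) catalytic fragment, aa 2-372. Input: enzyme final amount 10 nM. Medium: HEPES buffer, pH 7.5, plus ascorbate. Reagent: H3K9me3 peptide substrate, Fe(II), 2-oxoglutarate. Doses: single dose. Times: reaction 30 min RT, detection step 1 h RT. Measured by: LANCE TR-FRET. Evaluation: Fall in 671/618 emission ratio as inhibition.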
# C diff HTS = inhibitors of Clostridium difficile growth; Clostridium difficile clinical isolate growth, OD600, 24 h; active compounds read low; growth activity, negative = inhibition, % at 16 µg/mL (by protocol); 86,000 tested, 0.25% active; AID 1259249;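 active = mean growth activity at or below -80% and every replicate also at or below -80%; inconclusive = mean at or below -80% but some replicate above -80%; inactive = mean growth activity above -80%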;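 also: 0% = DMSO wells and -100% = levofloxacin 16 µg/mL wells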
# Pf Dd2 inh = inhibitors of Plasmodium falciparum Dd2 growth; activity change, % at 10 µM; P. falciparum Dd2 growth, SYBR Green, 72 h; active compounds read low; AID 1159554; 94,000 tested, 2.3% active; in the data active = activity change below about -80%; inconclusive = no clear call, values can overlap the other calls
# Tcruzi prolif = T. cruzi proliferation inhibition | 77,000 tested, 5.9% active | inhibition, % at 8.34 µM | T. cruzi beta-gal in NIH3T3, GalScreen luminescence, 90 h | AID 624255;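 active = mean inhibition above about 93%, with at least 55% of replicates each passing it, limit read from the data, passing the limit was not always enough; inconclusive = only one of those two conditions holds; inactive = neither condition holds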
# An asterisk follows results filed as active; ? = inconclusive; nt = not tested or not shown; & = joins results of further samples. An unsorted share of the library. About 7% of those tested had a hit in this group.
Molecule	GASC1 inh	C diff HTS	Pf Dd2 inh	Tcruzi prolif
CN(C)C(=O)c1cccc(-c2ccc([C@H]3[C@@H](CO)N4CCCCN(CC5CCOCC5)C[C@H]34)cc2)c1	-0.1	-7	2	94
COc1ccccc1S(=O)(=O)N(C)C[C@H]1OCc2cn(nn2)CCCC(=O)N([C@H](C)CO)C[C@@H]1C	1.1	nt	11&1	-5&-24
O=C(Nc1cc(F)ccc1F)N1CC(=O)N2[C@H](C1)[C@H](c1ccc(-c3ccccc3)cc1)[C@@H]2CO	0.2	-2	14	nt
C[C@@H]1CN([C@@H](C)CO)C(=O)c2cc(NC(=O)Cn3cnnn3)ccc2O[C@@H]1CN(C)Cc1ccc(Oc2ccccc2)cc1	0.2	-18	9	93
COCC(=O)Nc1ccc2c(c1)[C@@H]1C[C@@H](CC(=O)N3CCOCC3)O[C@H](CO)[C@@H]1O2	12	-6	21	52
Cn1cnc(S(=O)(=O)N2CCCCN3[C@H](CO)[C@H](c4ccc(-c5ccccc5F)cc4)[C@H]3C2)c1	4.1	-18	9	46
Cc1ccc(S(=O)(=O)Nc2ccc3c(c2)CC(=O)N([C@H](C)CO)C[C@@H](C)[C@H](CN(C)S(=O)(=O)c2cccs2)O3)cc1	-3.1	5	-14	21
COCC(=O)N1[C@H](CO)[C@H](c2ccccc2)C12CN(C(=O)Nc1ccccc1F)C2	-1.4	-2	6	nt
O=C(Nc1ccccc1F)N[C@H]1CC[C@@H](CCNC(=O)C2CC2)O[C@H]1CO	1.7	2	nt	nt
O=C(N[C@@H]1CC[C@@H](CCNS(=O)(=O)c2cccc(Cl)c2)O[C@H]1CO)c1ccc(F)cc1	nt	-5	-11	10
O=C(Nc1ccccc1F)N1CCCCN2[C@H](CO)[C@H](c3ccc(C#Cc4ccccc4)cc3)[C@@H]2C1	-1.6	-2	-89*	75
COc1cccc(C(=O)Nc2ccc3c(c2)C(=O)N(C)C[C@@H](OC)[C@@H](C)CN(CC2CC2)[C@@H](C)CO3)c1	-0.7	nt	36	-7
CC(C)CC#Cc1ccc2c(c1)O[C@@H](CN(C)C(=O)c1ccccc1F)[C@H](C)CN([C@@H](C)CO)S2(=O)=O	-2.3	4	-82*	105*
O=C(Nc1ccccc1)N[C@H]1CC[C@@H](CCn2cc(C3(O)CCCC3)nn2)O[C@@H]1CO	-0.9	0	1	25
C[C@@H]1CCCCO[C@@H](CN(C)Cc2ccc(Cl)c(Cl)c2)[C@H](C)CN([C@H](C)CO)C(=O)c2cc(NC(=O)C3CCCCC3)ccc2O1	2.2	3	-83*	84
CO[C@H]1CN(C)C(=O)c2cc(NC(=O)c3cccc(F)c3)ccc2OC[C@@H](C)N(C(C)=O)C[C@H]1C	-1.5	nt	nt	35
C[C@H]1CN([C@@H](C)CO)C(=O)c2cccc(NS(=O)(=O)c3cccs3)c2O[C@@H]1CN(C)Cc1ccncc1	-0.5	4	13	-51
COc1ccccc1NC(=O)N1CCCCN2[C@@H](CO)[C@H](c3ccc(C#CC4CCCC4)cc3)[C@@H]2C1	-0.8	56	-83*	-3
CN(C)CC(=O)Nc1ccc2c(c1)[C@H]1C[C@@H](CC(=O)NCCN3CCCCC3)O[C@@H](CO)[C@H]1O2	1.6	-1	25	nt
CCCNC(=O)N(C)C[C@@H]1Oc2ncc(C#CC(C)C)cc2C(=O)N([C@H](C)CO)C[C@H]1C	nt	33	24	-105
N#C[C@@H]1[C@H](c2ccccc2)[C@@H](CO)N1C(=O)CN1CCOCC1	-1.2	-7	17	54
O=C(Cc1ccccn1)NCC[C@@H]1CC[C@@H](NS(=O)(=O)c2ccccc2)[C@@H](CO)O1	0.0	-2	-16	7
Cc1noc(C)c1S(=O)(=O)N(C)C[C@@H]1Oc2ccc(NS(=O)(=O)c3cn(C)cn3)cc2CC(=O)N([C@@H](C)CO)C[C@H]1C	0.8	-1	-13	-18
COc1ccc2c3c(n(C)c2c1)[C@H](CO)N(Cc1ccc(Cl)cc1)CC31CN(CC2CC2)C1	-1.2	22	-58	nt
C[C@H](CO)N1C[C@H](C)[C@H](CN(C)S(=O)(=O)c2cn(C)cn2)OCCCC[C@H](C)Oc2ccc(NC(=O)Nc3ccccc3)cc2C1=O	-1.0	1	-22	28
Cc1ccc(S(=O)(=O)N(C)C[C@H]2Oc3c(NC(=O)Nc4ccc(C(F)(F)F)cc4)cccc3C(=O)N([C@@H](C)CO)C[C@@H]2C)cc1	2.4	5	-56	74
O=C(Cc1ccccn1)N[C@H]1CC[C@H](CCn2cc(-c3cccnc3)nn2)O[C@@H]1CO	5.6	-4	8	0
CCNC(=O)C[C@H]1C=C[C@H](NC(=O)C2CCC2)[C@@H](CO)O1	3.6	0	nt	nt
C[C@H](CO)N1C[C@H](C)[C@H](CN(C)S(=O)(=O)c2cccs2)Oc2ccc(NC(=O)Cc3cn(C)c4ccccc34)cc2CC1=O	-1.9	-5	-17	40
COc1ccc2c3c(n(C)c2c1)[C@@H](CO)N(C(=O)c1cccnc1)CC31CN(C)C1	-1.6	-5	14	nt
CNC(=O)C[C@H]1CC[C@H]2[C@@H](COc3ccc(NC(=O)Nc4ccc(Cl)cc4)cc3C(=O)N2C)O1	-1.9	-4	-13	-2
CC(C)N(C[C@H]1[C@H](c2ccccc2)[C@H](CO)N1S(C)(=O)=O)C(=O)CN(C)C	-0.2	4	-12	-28
C[C@H](CO)N1C[C@H](C)[C@@H](CN(C)Cc2ccc(-c3ccccc3)cc2)Oc2ccc(NC(=O)CCC(F)(F)F)cc2C1=O	0.8	-4	-8	107
O=C(Nc1ccc2c(c1)OCO2)N[C@@H]1CC[C@@H](CCNC(=O)C2CCOCC2)O[C@H]1CO	-0.8	-1	nt	nt
CC=Cc1ccc2n(c1=O)C[C@H]1[C@H](CO)[C@@H](C(=O)N3CCC(Cc4ccccc4)CC3)N(CCC)[C@@H]21 (mixture of isomers)	0.8	45	?	nt
COc1ccccc1-c1ccc2n(c1=O)C[C@@H]1[C@@H](CO)[C@H](C(=O)Nc3nccs3)N(CC3CC3)[C@H]21	2.9	3	-8	7
CC(=O)N1[C@@H]2Cn3c(ccc(/C=C/c4ccccc4)c3=O)[C@H]1[C@@H](C(=O)NCC1CC1)[C@@H]2CO	0.1	4	-9	83
CC(C)NC(=O)Nc1ccc2c(c1)CC(=O)N([C@@H](C)CO)C[C@H](C)[C@@H](CN(C)C(=O)NC1CCCCC1)O2	-2.3	4	5	3
C[C@@H]1CCCCO[C@H](CN(C)C(=O)Cc2ccccc2)[C@H](C)CN([C@H](C)CO)C(=O)c2cc(NC(=O)c3ccncc3)ccc2O1	-0.3	0	-40	-1
CCNC(=O)[C@H]1[C@H](CO)[C@H]2Cn3c(ccc(C4=CCCCC4)c3=O)[C@H]2N1Cc1ccccc1	5.9	1	nt	73
COc1cccc(S(=O)(=O)Nc2ccc3c(c2)[C@H]2C[C@@H](CC(=O)NCCc4ccccc4)O[C@H](CO)[C@H]2O3)c1	-2.0	nt	-15	-87
C[C@@H]1CN([C@H](C)CO)C(=O)c2cc(NS(=O)(=O)c3ccccc3)ccc2O[C@@H](C)CCCCO[C@@H]1CN(C)Cc1ccc2c(c1)OCO2	0.4	nt	-69	nt
C[C@H]1CCCCO[C@H](CN(C)C(=O)Nc2ccc3c(c2)OCO3)[C@@H](C)CN([C@@H](C)CO)C(=O)c2cc(NS(=O)(=O)c3cccs3)ccc2O1	-0.5	5	-51	23
COc1ccccc1NC(=O)N(C)C[C@H]1OCc2ccccc2-c2c(n(C)c3ccccc23)C(=O)N([C@H](C)CO)C[C@H]1C	-2.1	nt	-7	-57
CCNC(=O)C[C@@H]1CC[C@H]2[C@@H](COC[C@@H](O)CN2S(=O)(=O)c2ccc(Oc3ccccc3)cc2)O1	-0.2	nt	-1	21
O=C(c1cccc(F)c1)N1C[C@H]2[C@@H](c3ccccc31)[C@H](CO)N2C(=O)C1CCCC1	2.7	2	2	5
CCCNC(=O)[C@@H]1[C@@H](CO)[C@@H]2Cn3c(ccc(-c4ccncc4)c3=O)[C@H]1N2C(=O)CC1CC1	-0.2	-1	-6	7
O=C(Nc1ccc2c(c1)[C@@H]1C[C@@H](CC(=O)N3CCc4ccccc4C3)O[C@@H](CO)[C@@H]1O2)NC1CCCC1	-2.0	-1	-32	nt
C[C@H]1CN([C@@H](C)CO)C(=O)c2cc(NC(=O)Nc3cccc4ccccc34)ccc2O[C@H]1CN(C)Cc1ccc(C(F)(F)F)cc1	-0.7	12	13	53
CO[C@H]1CN(C)C(=O)c2cc(NC(=O)c3cccc(Oc4ccccc4)c3)ccc2OC[C@@H](C)NC[C@H]1C	0.8	nt	nt	-42
CC(C)NC(=O)Nc1ccc2c(c1)C(=O)N([C@H](C)CO)C[C@@H](C)[C@H](CN(C)Cc1ccc(C(=O)Nc3ccccc3N)cc1)O2	0.9	1	18	-72
C[C@H]1CCCCO[C@@H](CN(C)C(=O)C2CCCCC2)[C@@H](C)CN([C@@H](C)CO)C(=O)c2cc(NC(=O)Nc3ccc(F)cc3)ccc2O1	-1.8	-4	-85*	?
C[C@@H]1CCCCO[C@@H](CN(C)Cc2ccncc2)[C@@H](C)CN([C@H](C)CO)C(=O)c2cc(NC(=O)Nc3ccc(C(F)(F)F)cc3)ccc2O1	-2.1	19	-1	75
CN1c2ccc(-c3ccccc3)cc2[C@@H]2[C@@H](CCN2C(=O)c2ccccc2F)[C@@H]1CO	-0.9	15	33	84
CN(C[C@@H]1[C@H](c2ccccc2)[C@H](CO)N1Cc1ccccn1)S(C)(=O)=O	2.0	-3	15	73
CO[C@H]1CN(C)C(=O)c2ccc(NC(C)=O)cc2OC[C@@H](C)N(Cc2ccccn2)C[C@@H]1C	2.8	nt	7	-1
C[C@@H]1CCCCO[C@@H](CN(C)C(=O)CCCN(C)C)[C@H](C)CN([C@H](C)CO)C(=O)c2cc(NC(=O)NC3CCCCC3)ccc2O1	1.2	-1	51	44
C[C@@H]1CN([C@H](C)CO)C(=O)c2c(c3ccccc3n2C)-c2ccccc2CO[C@H]1CN(C)C(=O)[C@H]1CCCN1C	-0.9	-4	-20	-45
CN(C)C(=O)c1ccc(-c2ccc([C@@H]3[C@H](CO)N4CCCCN(CCC(F)(F)F)C[C@@H]34)cc2)cc1	0.0	4	-21	68
C[C@@H]1CN([C@H](C)CO)C(=O)c2cccc(NC(=O)Nc3ccc(C(F)(F)F)cc3)c2O[C@H]1CN(C)CC1CCCCC1	-0.4	nt	-6	93

# Continued.
Molecule	GASC1 inh	C diff HTS	Pf Dd2 inh	Tcruzi prolif
COCC(=O)Nc1ccc2c(c1)C(=O)N(C)C[C@@H](OC)[C@@H](C)CN(C(=O)CC1CC1)[C@H](C)CO2	-0.5	nt	15	20
Cc1noc(C)c1S(=O)(=O)Nc1ccc2c(c1)C(=O)N([C@H](C)CO)C[C@H](C)[C@H](CN(C)C(=O)Nc1cccc3ccccc13)O2	-0.1	4	-2	-72
C[C@@H]1CN([C@H](C)CO)C(=O)c2cccc(NS(=O)(=O)c3ccccc3)c2O[C@@H]1CN(C)S(=O)(=O)c1ccc(Cl)cc1	-0.3	13	-3	80
CO[C@@H]1CN(C)C(=O)c2ccc(NC(=O)CC(F)(F)F)cc2OC[C@H](C)NC[C@H]1C	0.2	-5	26	nt
C[C@@H]1CCCCO[C@H](CN(C)C(=O)CCCN(C)C)[C@@H](C)CN([C@@H](C)CO)C(=O)c2cc(NC(=O)Nc3cccc4ccccc34)ccc2O1	1.7	1	-70	61
CO[C@@H]1CN(C)C(=O)c2cc(NC(=O)Nc3ccc(Cl)cc3)ccc2OC[C@H](C)NC[C@H]1C	1.0	0	-7	-48
CCCNC(=O)N1C[C@@H](O)COC[C@H]2O[C@H](CC(=O)NCc3ccncn3)CC[C@@H]21	-2.3	9&-5	4	23

# High-throughput results from PubChem BioAssay.
